From PubChem BioAssay
FXN GAA850 act = increases GAA850 frataxin promoter reporter activity | HEK293 lucGAA850 FXN promoter luciferase reporter, 24 h; percent of 10 µM SAHA response | activation, % at 6 µM | 360,000 tested, 0.56% active | AID 540364;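 active means activation above the average of all compounds screened plus 3 SD, cutoff fixed separately per campaign, cut at about 7.5% in these data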;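 further: 0% = DMSO wells and 100% = 10 µM SAHA wells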
PLCb3 inh = inhibitors of human phospholipase C beta3; 370,000 tested, 0.18% active; Purified PLC-beta3, fluorogenic substrate, fluorescence; inhibition, % at 12.2 µM; Q01970; in the data active means inhibition above about 11%;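 further: 0% = median of compound wells on plate and 100% = full blocker control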
ssDAF12 agonist = activates DAF-12 receptor from parasite S. stercoralis. HEK293 ssDAF-12/GRIP1 lit1-tk-luc reporter, luminescence; % of 3 µM dafachronic acid response. activation, % at 6.8 µM. 370,000 tested, 1% active. AID 652126;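 active means activation above the mean over all tested compounds plus 3 SD, cut at about 0.9% in these data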;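 further: 0% = DMSO-only wells and 100% = 3 µM delta7-dafachronic acid wells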
sPLA2-III inh = Inhibits HGIII-sPLA2 liposome hydrolysis, primary screen. QFRET BODIPY PC-A2 liposome hydrolysis, fluorescence. inhibition, % at 12.2 µM. 370,000 tested, 0.56% active;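 active means inhibition above mean plus 3 SD of compounds lying within the high and low control bounds, cut at about 19% in these data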;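 further: 0% = median of test compound wells and 100% = no enzyme DMSO wells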
PG9 binder = small molecules binding HIV-1 gp120 antibody PG9; inhibition, % at 6.7 µM; TR-FRET gp120-PG9 antibody binding; AID 624416; 360,000 tested, 0.43% active; in the data active means inhibition above about 8.5%
SMARCA2 act = increases SMARCA2 function in MMTV reporter cells; 370,000 tested, 1% active; activation, % at 9.1 µM; MG213 cells, MMTV-luciferase reporter, dexamethasone, overnight; in the data active means activation above about 7.8%;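 further: 0% = vehicle wells and 100% = reference activator wells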
hgDAF-12 ag = agonists of H. glycines DAF-12 nuclear receptor | HEK293 GAL4-hgDAF12 UAS-luciferase reporter, agonist luminescence; normalized to butyrate control | activation, % at 6.8 µM | 370,000 tested, 1.8% active;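 active means activation above a cutoff set at the mean of all screened compounds plus 3 SD, cut at about 10% in these data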;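 further: 0% = DMSO wells and 100% = sodium butyrate wells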
hcDAF-12 act = activates DAF-12 receptor from parasite H. contortus | HEK293 hcDAF-12 lit1-tk-luc reporter, luminescence; 0% DMSO, 100% Δ7-dafachronic acid | activation, % at 6.8 µM | 370,000 tested, 1.4% active;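 active means activation above the mean of all tested compounds plus 3 SD, cut at about 5.5% in these data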;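 further: 100% = response to 3 µM Δ7-dafachronic acid high control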
NR1D1 modulator = Rev-erb alpha (human) modulation; 370,000 tested, 0.79% active; Rev-erbα–FITC-DNA binding, fluorescence polarization, 90 min; activity, % at 10 µM; P20393;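 active means activity above about 14%, limit read from the data; passing the limit was not always enough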;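 further: 0% = DMSO wells with 35 nM protein and 100% = DMSO wells with 750 nM protein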
Target sequence (P20393 whole entry, looked up): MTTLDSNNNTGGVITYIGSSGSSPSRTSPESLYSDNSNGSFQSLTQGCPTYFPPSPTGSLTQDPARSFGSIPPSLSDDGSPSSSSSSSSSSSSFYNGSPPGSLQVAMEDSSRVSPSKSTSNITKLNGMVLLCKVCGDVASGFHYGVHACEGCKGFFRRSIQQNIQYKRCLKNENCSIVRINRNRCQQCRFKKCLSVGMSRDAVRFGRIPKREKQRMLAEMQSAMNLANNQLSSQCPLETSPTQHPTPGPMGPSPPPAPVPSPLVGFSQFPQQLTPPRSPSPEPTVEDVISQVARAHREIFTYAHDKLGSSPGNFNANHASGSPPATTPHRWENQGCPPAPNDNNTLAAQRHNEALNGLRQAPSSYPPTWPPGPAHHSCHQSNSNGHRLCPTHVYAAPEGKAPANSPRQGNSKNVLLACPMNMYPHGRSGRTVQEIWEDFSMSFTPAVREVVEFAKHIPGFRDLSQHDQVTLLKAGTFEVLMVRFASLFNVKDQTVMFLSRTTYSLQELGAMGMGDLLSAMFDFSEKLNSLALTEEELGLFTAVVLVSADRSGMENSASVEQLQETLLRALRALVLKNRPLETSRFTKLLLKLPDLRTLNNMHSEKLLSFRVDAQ
DAX1 inh-1 = NR0B1 (DAX1) inhibition; P51843; HEK293 Gal4-DAX1 luciferase reporter, luminescence; inhibition, % at 6.75 µM; 340,000 tested, 0.99% active; AID 504766;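 active means inhibition above the mean over all tested compounds plus 3 SD, cut at about 4.2% in these data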;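 further: 0% = DAX1-transfected cells with DMSO and 100% = empty-vector control cells with DMSO; inhibition shows as a rise in luminescence from relieved DAX1 repression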
Target sequence (P51843 207-470 limits assumed): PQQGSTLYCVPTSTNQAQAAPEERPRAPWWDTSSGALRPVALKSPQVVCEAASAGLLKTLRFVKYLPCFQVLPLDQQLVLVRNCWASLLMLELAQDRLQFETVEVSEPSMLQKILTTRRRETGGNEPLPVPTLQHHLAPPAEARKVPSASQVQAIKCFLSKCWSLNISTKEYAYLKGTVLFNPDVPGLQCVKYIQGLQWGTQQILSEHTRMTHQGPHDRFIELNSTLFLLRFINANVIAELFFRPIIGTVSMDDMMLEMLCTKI
DAX1 inh-2 = blocks DAX1 repression of SF-1 activated StAR promoter; AID 652010; 370,000 tested, 1.1% active; HEK293T StAR-luciferase reporter, SF-1/DAX-1 repression relief; inhibition, % at 6.8 µM;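 active means inhibition above the mean over all tested compounds plus 3 SD, cut at about 3.6% in these data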;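 further: 0% = DAX-1 cells with DMSO and 100% = cells lacking DAX-1 with DMSO; higher inhibition means more luminescence from relief of DAX-1 repression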
Starred values were filed as active, the others as inactive; nt = not tested or not shown.

Compound	PG9 binder	SMARCA2 act	PLCb3 inh	hgDAF-12 ag	sPLA2-III inh	hcDAF-12 act	DAX1 inh-2	DAX1 inh-1	ssDAF12 agonist	NR1D1 modulator	FXN GAA850 act
Cc1ccc(C)c(NC(=O)c2cc(S(=O)(=O)N3CCCCC3)ccc2N2CCOCC2)c1	0.1	2	0	0.4	6	-0.6	1.5	0.0	-1.0	4	-0.1
Cc1ccccc1CS(=O)(=O)Cc1ccc(C(=O)NCCCN2CCOCC2)o1	-2.2	-3	2	0.6	0	0.5	0.7	-0.6	-1.4	-5	-0.3
O=C(CNc1ccccc1)N/N=C/c1ccc([N+](=O)[O-])o1	-2.9	0	4	-6.1	3	-1.8	-3.5	-2.5	-1.8	-1	-0.6
COc1ccc(OCCNC(=O)C2(C)CCN2Cc2ccc(SC)cc2)cc1 (stereo not drawn)	-1.8	3	0	-1.6	-14	-2.5	-3.8	nt	-2.0	4	1.6
C=CCn1c(=O)c2c(nc3n2CCN3c2cccc(Cl)c2C)n(C)c1=O	0.5	-4	-5	-2.5	10	-1.7	0.2	-0.7	-1.4	0	1.5
CC(C)Oc1ccccc1/C=N/NC(=O)C1CC1	-3.0	0	-5	2.7	2	-0.8	-0.4	nt	-1.3	-1	1.2
O=C(CCNC(=O)c1ccc([N+](=O)[O-])cc1)NNC(=O)c1ccccc1F	-0.7	4	-5	1.6	6	-1.1	-1.0	0.3	-1.1	15	1.4
Cc1nnc(SC(C)C(=O)Nc2ncc(Cl)cc2Cl)n1Cc1ccccc1 (stereo not drawn)	0.8	-4	1	-0.5	2	-1.8	0.4	0.0	-1.6	3	-1.1
Cc1cc(C)c(S(=O)(=O)NCc2csc(C)n2)c(C)c1	0.0	-3	-4	-0.6	1	-1.6	0.3	0.1	-1.5	-6	0.2
CC(C)CCNc1nc(N)c([N+](=O)[O-])c(NC2CCCCC2)n1	-1.8	-1	-4	-0.3	-4	-0.3	-0.4	-1.2	-0.7	4	0.9
CC(=O)NS(=O)(=O)c1ccc(NC(=O)[C@@H]2CCCN2S(=O)(=O)c2ccc(Cl)cc2)cc1	0.6	-2	-4	1.0	-15	0.0	-0.1	2.2	-1.3	-3	0.7
CCN(CC)CCNC(=O)c1ccc(NC(=O)c2ccc(C(=O)c3ccccc3)cc2)cc1	-1.7	0	-4	1.3	-8	4.0	-0.4	-1.3	-0.9	1	2.0
COc1cc(C)c(CN2CCC(n3nccc3NC(=O)C3CC3)CC2)cc1C	2.0	-1	-5	-1.7	-5	-1.4	-1.7	1.1	-1.6	-1	-1.6
CCOC(=O)C1=CCN(S(=O)(=O)c2ccccc2)C1c1ccc(Cl)cc1 (stereo not drawn)	-3.5	-3	4	-3.9	-11	-1.1	-1.3	nt	-1.3	1	nt
Cc1ccc(C(C)C)c(OCCNC(=O)c2cncc(Br)c2)c1	-2.1	-1	6	-1.2	-2	0.3	0.1	0.0	-0.7	0	2.8
O=C(NCc1ccccc1F)C(=O)NCC1CCCN1S(=O)(=O)c1cccs1 (stereo not drawn)	0.7	1	-5	-1.1	-7	0.1	-0.8	-0.7	-1.3	-3	1.1
Cc1ccc(C2CC(c3cccs3)=NN2C(=O)CSC2=NCCS2)cc1 (stereo not drawn)	-1.9	-1	-70	-0.1	-10	-1.9	-4.4	-0.1	-0.8	0	-4.9
CC1CN(C(=S)Nc2ccccc2)C(C)CN1C=O (stereo not drawn)	-0.5	5	-2	1.9	-7	-0.1	-0.6	0.5	-1.2	7	-0.4
COc1ccc(CC(=O)Nc2nn(C)c3nc4c(C)cccc4cc23)cc1	5.7	1	-26	2.4	0	-0.1	-0.2	nt	-1.2	28*	0.6
CCOc1ccccc1N1C(=O)c2cccnc2C1=O	0.7	-4	2	2.3	11	0.2	0.2	-0.5	-1.4	-2	-1.3
Cc1cc(=O)oc(C)c1C(=O)Nc1ccc(Cl)cn1	-0.5	0	-2	2.6	-2	-2.4	0.2	1.4	-1.2	0	-0.1
Cc1c(C(=O)N2CCN(c3ccccc3F)CC2)sc2nc(-c3ccccc3)cn12	0.0	0	-4	3.5	6	-1.4	-0.7	0.5	-1.6	4	-0.8
COc1ccc(C(CNC(=O)c2cccc(S(=O)(=O)Nc3ccccc3OC)c2)N2CCCC2)cc1 (stereo not drawn)	1.1	-1	-7	0.1	-4	-1.3	5.7*	1.1	-0.8	10	-0.5
c1ccc(Cc2nc3ccccc3[nH]2)cc1	0.2	2	2	-0.3	1	-0.6	-0.6	0.5	-1.5	-8	0.8
O=C(O)CCNS(=O)(=O)c1ccc(Oc2ccccc2Cl)cc1	-0.7	1	0	-0.7	-2	0.7	-0.3	1.2	-0.8	2	-1.2
CC(=O)c1ccc(N2CCN(C(=O)C3CCN(S(=O)(=O)c4ccc5c(c4)CC(C)N5C(=O)C4CC4)CC3)CC2)cc1 (stereo not drawn)	-0.9	-2	-16	-4.6	-5	-4.7	-1.3	-0.9	-1.9	10	1.9
Cc1c(C(=O)Nc2ccc3c4c(cccc24)CC3)cccc1[N+](=O)[O-]	-4.2	0	4	2.1	-1	-2.4	-0.4	-0.3	-1.6	-2	0.5
COC(=O)C1OC2(OC1C(=O)OC)c1ccccc1-c1ccccc12 (stereo not drawn)	0.3	2	4	0.2	-2	-0.5	0.2	0.0	-1.5	1	-0.2
COc1cc2cc(CN(CCO)C(=O)c3cccs3)c(=O)[nH]c2cc1OC	0.2	-1	-15	-2.1	7	-0.9	-0.3	0.6	-1.3	1	0.3
Cc1cc(=O)n(CCO)c(O)c1C#N	-0.9	-3	-28	-0.8	-1	-1.7	-0.6	1.4	-0.9	4	2.2
Nc1nonc1C(=O)NCCNC(=O)c1cccc(Cl)c1	-0.9	3	-4	-0.1	-1	-1.2	0.2	0.4	-1.2	-4	0.5
CCn1ncc(CNC(=O)C2(C)CC2(Cl)Cl)c1C (stereo not drawn)	-1.1	-2	6	-1.3	4	-2.0	0.6	-0.3	-1.3	7	-1.1
Cc1c(C)n(C)c2ccc(C(=O)N3CCN(c4ccccc4)CC3)cc12	0.7	-1	-16	-1.5	-11	0.1	0.0	0.5	-0.8	3	0.6
O=C(O)c1cccc(NC(=O)c2ccc(N3C(=O)c4ccc(C(=O)Nc5cccc(C(=O)O)c5)cc4C3=O)cc2)c1	-0.2	2	2	2.6	1	1.5	0.1	-1.9	-0.7	2	-0.1
COC(=O)c1ccc(NC(=O)Cn2nnc(-c3cccs3)n2)cc1	-1.9	0	2	-3.0	-8	-1.6	0.1	1.4	-1.9	5	-0.9
Cc1cc2nc3c(=O)[nH]c(=S)[nH]c3nc2cc1NC(=O)C(F)(F)F	-12	-2	-203	-1.9	-22	-0.8	0.2	-0.3	-1.4	17	0.0
O=C1CN=C(Nc2ccc(Cl)cc2)N1c1ccccc1	0.4	2	0	0.6	1	1.2	0.5	-0.1	-0.7	-1	1.2
Cc1ccccc1NS(=O)(=O)c1ccc(C(=O)N2CCCC(C(F)(F)F)C2)cc1 (stereo not drawn)	0.3	5	1	-1.4	-6	-1.2	-1.4	-1.8	-1.2	2	1.0
Cc1c(-n2c(=O)n(Cc3ccccc3)c(=O)c3[nH]cnc32)cccc1S(C)=O (stereo not drawn)	-0.3	-1	-5	0.1	9	-1.1	-0.6	0.6	-1.1	7	-1.3
O=C(c1ccc(S(=O)(=O)N2CCCCC2)cc1)c1nnc(-c2ccc(Cl)cc2)o1	0.6	-2	-1	1.2	5	0.4	-0.1	1.7	-0.9	0	-1.9
CC(C)(O)[C@H](O)COc1c2ccoc2cc2oc(=O)ccc12	-1.0	0	-69	1.5	7	-2.8	1.0	0.2	-0.9	-4	1.0
CC(C)OC(=O)CN1CCN(c2ccc(Cl)cc2)CC1	-2.4	-5	2	0.5	-1	1.4	-0.8	-0.9	-1.6	1	-0.3
CCOC(=O)N1CCN(C(=O)CSCc2ccc(Cl)cc2)CC1	-0.4	1	-3	-1.0	5	-1.1	-0.2	-0.6	-0.6	2	1.6
Cc1ccc(OCC(=O)OCC(=O)N2c3ccccc3CC2C)cc1C (stereo not drawn)	0.5	-3	-4	-1.6	-20	0.1	-0.4	0.3	-1.2	-7	0.4
CC(C)=Cc1c(O)nc2ccccn2c1=O	0.7	-1	-110	0.1	3	1.3	-0.4	-0.2	-1.2	-2	-0.4
c1ccc(-c2cc(-c3ccccc3)n3ncnc3n2)cc1	0.5	-2	-15	2.9	-2	-1.1	-1.4	-0.9	-1.4	-3	-1.0
O=C(O)c1csc(-c2ccc(Cl)cc2)n1	-0.5	-3	-10	0.0	6	0.0	0.1	-0.7	-1.3	-7	-0.5
CC(Oc1ccc(Cl)cc1Cl)C(=O)NNC(=O)C(=O)N1CCCC1 (stereo not drawn)	-1.4	4	-2	0.3	-2	-0.8	0.3	1.4	-1.3	1	-0.9
S=C(Nc1ccccc1Cl)NC1CC2CCCC(C1)N2C1CC1 (stereo not drawn)	0.1	-3	-4	0.0	6	0.8	0.7	0.6	-1.1	-2	-1.6
OCCCCNCc1ccc(OCc2ccccc2)cc1	-0.5	0	3	7.7	1	1.6	0.4	0.2	-1.1	1	3.2

Carrying on.
Compound	PG9 binder	SMARCA2 act	PLCb3 inh	hgDAF-12 ag	sPLA2-III inh	hcDAF-12 act	DAX1 inh-2	DAX1 inh-1	ssDAF12 agonist	NR1D1 modulator	FXN GAA850 act
CCOC(=O)c1ccccc1N=Cc1c(O)c2ccccc2oc1=O	-0.7	1	-11	2.6	-8	0.3	0.7	-0.3	-1.3	1	-1.5
Cc1ccc(NC(=O)CCSc2nnnn2-c2ccc3c(c2)OCO3)cc1C	-0.9	0	1	1.1	-31	-2.5	-1.2	-1.6	-1.6	-2	-1.6
O=C(c1ccc(Cl)cc1)N1CCC(O)(CSc2ccc(Cl)cc2)CC1	0.1	-2	-1	0.6	-32	-0.9	0.4	-0.2	-1.6	nt	0.8
O=C(NCC(=O)N1CCN(c2ccccc2O)CC1)c1ccccc1	-1.2	0	-5	-0.7	-1	-0.2	0.6	3.2	-1.2	3	0.9
CC(C)(C)NC(=S)NNC(=O)c1ccncc1	-1.7	-2	-5	-1.2	23*	-1.4	-0.3	0.8	-0.9	3	2.2
CCOc1ccc(NS(=O)(=O)c2ccc(C(=O)NCc3ccncc3)cc2)cc1	0.5	-2	-5	0.7	-6	0.8	-0.8	-0.3	-1.4	3	0.2
Cc1ccccc1NC(=O)CN1C(=O)NC2(CCc3ccccc32)C1=O (stereo not drawn)	-0.8	0	-2	0.4	0	-0.7	0.0	-0.5	-1.2	-8	-2.8
Cc1nc(SC(C)C(=O)c2c(N)n(C)c(=O)n(C)c2=O)c2c(C)c(C)sc2n1 (stereo not drawn)	4.8	3	1	-5.0	-4	-2.8	-1.8	-0.9	-1.4	0	1.2
